All columns: NCI-60 one-dose screen, growth in % after 48 h at 10 µM unless noted; 100 = growth as untreated, 0 = no growth, -100 = all killed.
NCI/ADR-RES = NCI/ADR-RES ovarian cells; 4.4% of 81,000 active; AID 1794790
NCI-H226 = NCI-H226 lung cancer | 3.5% of 79,000 active | AID 1794732
OVCAR-3 = OVCAR-3 ovarian cancer. 7% of 79,000 active
OVCAR-4 = OVCAR-4 ovarian cancer cells; 3.7% of 80,000 active; AID 1794784
SN12C = SN12C renal cancer cells; AID 1794767; 3.8% of 81,000 active
NCI-H23 = NCI-H23 lung cancer | AID 1794731 | 4% of 80,000 active
SK-OV-3 = SK-OV-3 ovarian cancer cells; 3.2% of 80,000 active
OVCAR-5 = OVCAR-5 ovarian cancer | 2.9% of 82,000 active
IGROV1 = IGROV1 ovarian cancer; 4.7% of 79,000 active; AID 1794786
The depositor's hits bear a star; / = no result given; & = joins results of further samples. How the source made its calls: active means growth percent below 10; inactive means the rest.

Start of the data: the first 2 entries (preview)
SMILES	NCI/ADR-RES	NCI-H226	OVCAR-3	OVCAR-4	SN12C	NCI-H23	SK-OV-3	OVCAR-5	IGROV1
NC(=S)N/N=C\c1cccc(/C=N/NC(N)=S)n1	104	84	94	96	103	93	125	97	98
CCOc1ccc(Nc2nc(-c3ccc4c(c3)NC(=O)CO4)cs2)cc1	14	47	74	25	79	46	100	93	94

Results, from the start:
SMILES	NCI/ADR-RES	NCI-H226	OVCAR-3	OVCAR-4	SN12C	NCI-H23	SK-OV-3	OVCAR-5	IGROV1
NC(=S)N/N=C\c1cccc(/C=N/NC(N)=S)n1	104	84	94	96	103	93	125	97	98
CCOc1ccc(Nc2nc(-c3ccc4c(c3)NC(=O)CO4)cs2)cc1	14	47	74	25	79	46	100	93	94
CCOc1ccc(NC(=O)CC(C)=O)cc1	109	102	113	115	100	107	125	105	101
CN(N)c1cn[nH]c(=O)c1Cl	106	91	117	118	96	98	104	110	106
CC1=CC(C)(C)NC(=S)N1c1ccc(Cl)cc1	112&103	103&99	104&110	103&103	99&96	99&101	93&122	104&95	96
Cc1c(C)c(C)c(C(=O)c2ccccc2C(=O)NCCSC(C)(C)C)c(C)c1C	88	/	99	94	96	97	98	107	97
COc1cc2oc(-c3cccc(C(=O)Nc4ccc(Cl)cc4)c3)cc(=O)c2c(OCC(=O)NCC(=O)O)c1OC	71	37	105	40	85	62	114	102	79
COc1ccc(CNC(=O)c2c(C)n([O-])c3ccccc3[n+]2=O)cc1	54	102	115	98	101	94	99	90	/
CCOC(=O)c1c(C)nc2c(c1N)CC(=O)N2Cc1ccccc1C(F)(F)F	90	91	98	89	99	91	99	95	104
Clc1cc(Cl)c(Cl)c(-c2nc(CN3CCOCC3)cs2)c1	90	72	87	69	87	68	81	93	13
COC(=O)C1=C(C(=O)OC)C2C(C)=CC(C)=CN2C(C(=O)OC)=C1C(=O)OC (stereo not given)	100	103	103	98	96	96	115	109	103
O=C(CSc1nc2ccccc2[nH]1)c1ccc(-n2ccnc2)cc1	100	99	114	106	102	91	111	110	100
CCOC(=O)c1nnsc1-c1ccc(-c2snnc2C(=O)OCC)cc1	86	100	111	96	94	92	107	95	101
N#Cc1c(-c2ccccc2)nc2c(c(-c3ccccc3)nn2-c2ccccc2)c1-c1ccc(O)cc1	70	54	54	72	62	44	71	81	72
COc1ccccc1Nc1nc(SC)nc(-c2cccc(N)c2)c1C#N	98	99	110	97	89	96	103	100	94
O=C(N=Nc1c(O)[nH]c2ccc([N+](=O)[O-])cc12)c1ccc2nc(-c3ccccc3)[nH]c2c1	103	60	-13*	46	49	65	97	107	77
COc1ccc(/C=C/c2cc(=O)c3c(C)c(Cl)c(C)cc3o2)cc1	92	100	106	107	102	91	95	103	47
Cc1ccc(-n2cc(-c3ccccc3)c3c(SCC(=O)n4nc(C)cc4C)ncnc32)cc1	87	80	97	96	106	76	84	103	89
CCCCCCCCCCCCCCn1cc(C=C2C(=O)NC(=S)NC2=O)c2cc(Br)ccc21	104	99	105	105	97	99	107	103	104
O=C1C[C@H](N2C(=O)c3ccccc3S2(=O)=O)C2CO[C@@H]1O2	98	96	87	84	92	89	99	97	103
C#CCn1c(CO)ccc1CNc1ccc(OC)cc1	102	89	105	97	106	94	103	96	92
S=c1[nH]nc(-c2ccc3c(c2)nc(-c2ccccc2)n3C2CCCCC2)o1	94	109	105	108	104	94	93	101	101
O=C(Nc1ccnc(F)c1)[C@H](O)[C@@H](O)C(=O)N1CCOCC1	100	98	110	104	93	95	103	109	101
CN(C)c1oc(/C=C/C=C/c2nc(C#N)c(N(C)C)o2)nc1C#N	107	106	120	116	103	101	118	104	111
Brc1cc2c(cc1C1SCCS1)OCO2	98	98	107	100	102	90	105	92	100
CC(=O)c1ccc(Nc2nc(NCCO)nc(N3CCOCC3)n2)cc1	103	/	101	112	94	95	/	101	88
O=Cc1cn(C(=O)c2ccc(Cl)cc2)c2ccccc12	100	94	/	110	96	95	110	97	98
COC(=O)[C@@]1(C)CC[C@]2(C)CC[C@]3(C)C(=CC[C@@H]4[C@@]5(C)CCC(=O)NC(C)(C)[C@@H]5CC[C@]43C)[C@@H]2C1	104	94	112	102	92	106	105	89	103
O=C(/C=C/c1ccco1)Nc1ncc(Cc2ccc(F)cc2)s1	0.4*	52	-8.6*	64	28	23	39	33	27
Cc1nc2ccc(Br)cn2c1-c1nnc(SCc2ccc([N+](=O)[O-])cc2)o1	92	97	118	95	106	95	/	116	110
CN[C@]1(c2ccccc2Cl)CCCC[C@H]1NCCc1ccc(OC)c(OC)c1	103	102	124	111	103	102	109	110	107
CC1CCC(C(C)C)C(NNC(N)=O)C1 (stereo not given)	105	102	103	111	101	106	109	131	110
CC(=O)c1cccc(C)n1	108	108	120	79	98	110	96	111	97
O=C(O)c1ccc(-n2cc(CNc3ccc(C(F)(F)F)cc3)c(-c3ccc(F)cc3)n2)cc1	98	92	/	80	93	97	108	113	97
CCCCSc1nnc(-c2ccc(-c3ccccc3)nc2C)o1	97	99	/	95	95	103	105	109	104
O=C(N/N=C\c1ccc(Cl)cc1)c1ccncc1	101	102	114	110	100	101	123	99	101
NC1(c2ccc(-c3ccc4ncnc(NCc5ccccc5)c4c3)cn2)COC1	107&104	111&103	75&106	109&106	101&105	105&108	109&143	103&102	108&116
Cc1ccc2nc(-c3c(-c4ccc(F)cc4)nc4sc(C)nn34)[nH]c2c1	95	94	113	109	102	101	113	100	94
O=C(NCc1ccc(Cl)cc1Cl)C1CCC(=O)N1c1nccs1 (stereo not given)	92	98	111	101	95	92	94	97	100
NS(=O)(=O)c1cc2c(cc1Cl)NC(CC1CCCC1)NS2(=O)=O (stereo not given)	87	101	120	104	106	93	99	86	90
O=C(O)Cn1c(O)c(/C=C2/C=c3cc4c(cc3=NC2=O)OCCO4)sc1=S	103	103	110	109	97	98	129	112	114
O=C(O)Cn1ncc2c(Nc3ccc(NS(=O)(=O)c4ccccc4)cc3)ncnc21	99	82	106	110	100	98	95	96	98
COc1cc(OC)cc(C(=O)Nc2cccc(C#Cc3cccc4[nH]nc(N)c34)c2)c1	34	31	12	54	30	/	39	40	20
O=C1CSC(c2ccccc2Cl)N1Cc1ccccc1 (stereo not given)	102	107	115	97	88	96	99	101	101
Brc1ccc2nc(-c3c(-c4ccccc4)nc4ncccn34)[nH]c2c1	90	97	79	102	91	100	108	100	95

An excerpt from above in order of count of non-hydrogen atoms, high to low:
SMILES	NCI/ADR-RES	NCI-H226	OVCAR-3	OVCAR-4	SN12C	NCI-H23	SK-OV-3	OVCAR-5	IGROV1
COC(=O)[C@@]1(C)CC[C@]2(C)CC[C@]3(C)C(=CC[C@@H]4[C@@]5(C)CCC(=O)NC(C)(C)[C@@H]5CC[C@]43C)[C@@H]2C1	104	94	112	102	92	106	105	89	103
O=C(O)c1ccc(-n2cc(CNc3ccc(C(F)(F)F)cc3)c(-c3ccc(F)cc3)n2)cc1	98	92	/	80	93	97	108	113	97
COc1cc(OC)cc(C(=O)Nc2cccc(C#Cc3cccc4[nH]nc(N)c34)c2)c1	34	31	12	54	30	/	39	40	20
O=C(O)Cn1ncc2c(Nc3ccc(NS(=O)(=O)c4ccccc4)cc3)ncnc21	99	82	106	110	100	98	95	96	98
NC1(c2ccc(-c3ccc4ncnc(NCc5ccccc5)c4c3)cn2)COC1	107&104	111&103	75&106	109&106	101&105	105&108	109&143	103&102	108&116
CN[C@]1(c2ccccc2Cl)CCCC[C@H]1NCCc1ccc(OC)c(OC)c1	103	102	124	111	103	102	109	110	107
Cc1nc2ccc(Br)cn2c1-c1nnc(SCc2ccc([N+](=O)[O-])cc2)o1	92	97	118	95	106	95	/	116	110
Cc1ccc2nc(-c3c(-c4ccc(F)cc4)nc4sc(C)nn34)[nH]c2c1	95	94	113	109	102	101	113	100	94
Brc1ccc2nc(-c3c(-c4ccccc4)nc4ncccn34)[nH]c2c1	90	97	79	102	91	100	108	100	95
CN(C)c1oc(/C=C/C=C/c2nc(C#N)c(N(C)C)o2)nc1C#N	107	106	120	116	103	101	118	104	111
CCCCSc1nnc(-c2ccc(-c3ccccc3)nc2C)o1	97	99	/	95	95	103	105	109	104
O=C(Nc1ccnc(F)c1)[C@H](O)[C@@H](O)C(=O)N1CCOCC1	100	98	110	104	93	95	103	109	101
O=C1CSC(c2ccccc2Cl)N1Cc1ccccc1 (stereo not given)	102	107	115	97	88	96	99	101	101
O=C(N/N=C\c1ccc(Cl)cc1)c1ccncc1	101	102	114	110	100	101	123	99	101
Brc1cc2c(cc1C1SCCS1)OCO2	98	98	107	100	102	90	105	92	100
CC(=O)c1cccc(C)n1	108	108	120	79	98	110	96	111	97

Further results
SMILES	NCI/ADR-RES	NCI-H226	OVCAR-3	OVCAR-4	SN12C	NCI-H23	SK-OV-3	OVCAR-5	IGROV1
Cc1cccc(C)c1NC(=O)N/N=c1\cc(C)c2ccc(O)cc2o1	116	105	115	102	94	99	89	100	107
O=C1OC(c2ccc3c(c2)CCCC3)=C/C1=C/C=C\c1ccccc1	105	90	104	102	99	95	100	96	104
CC1CCN(/N=N/c2nc3c([nH]2)c(=O)n(C)c(=O)n3C)CC1	/	106	122	117	102	97	107	112	120
O=S(=O)(c1ccccc1)N(Cc1ccccc1)c1ccccc1	88	108	144	91	103	94	105	95	85
O=C1C(=O)N(CCO)c2ccccc21	103	/	110	96	97	104	/	101	100
N=C(N)SCc1ccc(Br)cc1	97	88	100	103	81	98	96	110	101
CC1=C/C(=C(/c2ccccc2S(=O)(=O)O)c2cc(C)c(O)c(CN(CC(=O)O)CC(=O)O)c2C)C(C)=C(CN(CC(=O)O)CC(=O)O)C1=O	103	98	111	117	100	98	103	113	111
O=C(NCCNc1cc(-c2cn(-c3ccccc3)nc2-c2cccc(O)c2)ccn1)Nc1cc(C(F)(F)F)cc(C(F)(F)F)c1	92	85	/	92	95	98	104	97	82
NCCCNc1nc2ccccc2c2c1S(=O)(=O)c1ccc(Cl)cc1C2=O	103	102	60	87	74	101	103	102	99
N#Cc1c(N)nc(-c2ccccc2)c(C#N)c1N	104	94	102	113	105	99	97	115	102
CN(C)c1ccc(-c2ccc3[nH]c(=O)nc(-c4ccccc4)c3c2)cn1	49	67	5.4*	70	51	62	63	66	50
O=C1CC(=NCC(=O)n2cnc3ccccc32)NN1	100	94	105	100	96	95	99	97	95
Cc1cc(N2CCN(c3ccnc4cc(Cl)ccc34)CC2)nc(N2CCOCC2)n1	/	89	86	78	86	84	88	108	98
COC12C=CC34c5ccccc5C(=O)N3c3ccccc3C(O1)C4C2 (stereo not given)	103	107	110	126	101	103	107	110	102
O=C(Nc1ccc(F)cc1)c1nscc1NCc1ccc2c(c1)OCO2	98	95	118	108	91	102	112	97	101

From PubChem
